TAG inh: reduces triacylglycerol accumulation in H9c2 cells; Nile Red lipid (TAG) fluorescence; cells loaded with 200 µM oleic acid; inhibition, % at 12.5 µM; actives 0.66% (n = 230,000); AID 651582;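 active = pattern-corrected inhibition of lipid staining of at least 50% with the nuclear-stain viability signal not falling by more than 50%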;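 note: 0% = DMSO wells and 100% = triacsin C control wells; some results filed as inactive read as strong as hits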
TAG inh DAPI viability: further read-out of TAG inh, marked with its call; DAPI nuclei signal change (viability), lower = more cytotoxic, %;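 whole-well DAPI fluorescence read on a plate reader as a viability signal; minus 50 percent equals half of cells still viable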
* hit, by the source's call. Not all compounds are listed; count on the stated rates, not on these rows.

Sample of the layout (three entries):
SMILES	TAG inh	TAG inh DAPI viability
O=C(CN1CCCc2ccccc21)Nc1cccc(S(=O)(=O)N2CCCC2)c1	-9.7	2.6
O=C(CN1C(=O)/C(=C/c2ccccc2)SC1=S)NNC(=O)c1ccccc1O	-10.0	11.5
COCc1cc(C)nc(SCC(=O)Nc2ccc(C)c(C)c2)c1C#N	-25.6	4.2

Results, from the first entry:
SMILES	TAG inh	TAG inh DAPI viability
O=C(CN1CCCc2ccccc21)Nc1cccc(S(=O)(=O)N2CCCC2)c1	-9.7	2.6
O=C(CN1C(=O)/C(=C/c2ccccc2)SC1=S)NNC(=O)c1ccccc1O	-10.0	11.5
COCc1cc(C)nc(SCC(=O)Nc2ccc(C)c(C)c2)c1C#N	-25.6	4.2
O=C1NC2c3ccccc3C(=O)N2c2c1cnn2-c1ccccc1 (stereo not given)	9.1	-8.3
Cc1ccc(O)c(C(=O)c2cc(C#N)c(=O)n(Cc3ccccc3)c2)c1	-19.7	0.9
Cc1ccc(O)c(NC(=O)c2noc3c2CCc2ccccc2-3)c1	32.3	-3.0
OCc1ccnc2c(O)cccc12	-12.7	-9.7
CN(Cc1ccco1)C(=O)c1ccc(N2CCCC2=O)cc1	5.5	0.0
CNc1nc(=O)n(C2CCCO2)cc1C (stereo not given)	3.0	-2.7
CC(C)OCCCNC(=O)c1ccc2c(=O)n(Cc3ccc4c(c3)OCO4)c(=S)[nH]c2c1	18.5	-11.2
CCOC(=O)c1c(-c2ccccc2)oc2ccc(OCC(=O)NN)cc12	17.6	6.6
CN1CCN(c2ccc(C(=O)c3ccccc3)cc2[N+](=O)[O-])CC1	-1.9	7.2
CCn1c(C(C)NC(=O)c2cccc(C)c2)nc2ccccc21 (stereo not given)	-2.7	1.1
CCOc1ccc(N=C2NC(=O)C(CC(=O)O)S2)cc1 (stereo not given)	-4.5	-6.8
O=C(C1CCN(C2CC(=O)N(c3ccc(Cl)cc3)C2=O)CC1)N1CCOCC1 (stereo not given)	9.8	-3.8
COC(=O)CCCC(=O)N1CCC(CCC(=O)NCc2ccc(F)cc2)CC1	2.5	-19.3
CC(=O)C1=C(O)C(=O)N(c2ccccn2)C1c1ccc(Cl)cc1 (stereo not given)	6.3	-10.8
CC(C)C(=O)c1ccc(O)c(O)c1	12.6	-7.3
Cc1cc(C(=O)N2CCN(S(=O)(=O)c3ccc(C)c(C)c3)CC2)no1	-17.2	-0.9
CCC(CC)C(=O)Nc1nnc(SCC(=O)N2CCN(c3ccccc3OC)CC2)s1	32.1	-6.3
COc1ccccc1NC(=O)Nc1ccc(Br)cn1	-4.0	2.1
O=C(CCCSc1nc(-c2ccco2)cc(C(F)(F)F)n1)NCc1cccs1	7.2	-4.7
Cn1nc(C(F)(F)F)c(C(=O)Nc2ccc(C(F)(F)F)cc2)c1Cl	18.2	-19.0
O=C(COC(=O)C1CCN(c2ccc(C(F)(F)F)cn2)CC1)NCc1ccccc1	-11.1	9.9
OC1CNc2c(ccc3ccccc23)C1 (stereo not given)	0.0	59.9

Profiles, looked up by structure. Order of screens: TAG inh, TAG inh DAPI viability
O=C(CCCSc1nc(-c2ccco2)cc(C(F)(F)F)n1)NCc1cccs1 reads 7.2, -4.7
CNc1nc(=O)n(C2CCCO2)cc1C (stereo not given) reads 3.0, -2.7
OCc1ccnc2c(O)cccc12 reads -12.7, -9.7

Next section.
SMILES	TAG inh	TAG inh DAPI viability
CCCCn1c(SCC(=O)Nc2cccc(OC)c2)nc2ccc(N3CCOCC3)cc2c1=O	5.0	-6.2
O=C(NCc1ccncc1)C(=O)N/N=C/c1cccnc1	1.0	5.3
Cc1cc(=O)[nH]c(-c2ccccc2OC(F)(F)F)n1	3.4	-1.6
Cc1cc(CNC(=O)COc2ccc(C)c(C)c2)c2ccccc2n1	-2.3	-5.2
Cc1ncsc1CCOC(=O)c1cccc([N+](=O)[O-])c1	-0.2	3.7
Cc1cccc(OCC(=O)Nc2ccc(N3CCN(S(C)(=O)=O)CC3)cc2)c1C	23.1	-10.3
CCCCn1c(N)c(N(CCOC)C(=O)CSCc2ccc(Cl)c(Cl)c2)c(=O)[nH]c1=O	9.3	-7.0
Nc1cc(S(=O)(=O)Nc2ccccc2Cl)ccc1N1CCCC1	-27.0	5.6
O=C1c2ccccc2NC(c2ccccn2)N1c1ccccc1F (stereo not given)	2.4	14.6
Cc1ccc(C)c(OCCC(=O)Nc2ccc(S(=O)(=O)N3CCCC3)cc2)c1	-14.1	-1.2
COCCOc1ccc(C(F)(F)F)cc1NC(=O)CN1C(=O)NC2(CCc3ccccc32)C1=O (stereo not given)	5.8	-1.5
COc1ccccc1Oc1ccc2c(c1)C(=O)N(CC1CCCO1)C2=O (stereo not given)	-7.7	8.0
COc1ccc(NC(=O)CSc2nc(C)cc(C)n2)cc1	-0.1	6.1
O=C(O)CCC(NS(=O)(=O)c1ccc(-c2ccccc2)cc1)C(=O)O (stereo not given)	-5.6	-1.0
Cc1ccc(-c2nnn(CC(=O)N3CCCCC3)n2)cc1	6.9	-5.8
Cc1csc(SCC(=O)N(c2ccccc2)C(C)C)n1	-1.2	7.1
O=C(COc1cccc(Br)c1)Nc1ccc(Cl)c(S(=O)(=O)N2CCOCC2)c1	-28.7	-1.5
Cc1c(Cl)c(C(=O)NNC(=S)NCc2ccco2)nn1C	1.8	-6.2
[N-]=[N+]=CC(=O)C(O)(c1ccccc1)C(Cl)c1ccccc1 (stereo not given)	5.6	-4.9
CCCn1cc(CN2CCC(Cc3ccccc3)(C(=O)OCC)CC2)c(C)n1	-3.7	-1.2
Cc1cc(SCC(=O)NCC2CCCO2)nc2ccccc12 (stereo not given)	-7.5	-1.8
CN(C)CCCN(C(=O)c1ccc2c(c1)OCCO2)c1nc2cc3c(cc2s1)OCO3	6.9	20.0
COc1ccc(Br)cc1CN(C)C(=O)c1ccccc1OCc1c(C)noc1C	15.9	-0.9
O=C(CSc1ccc(Cl)cc1)NC1=NN(c2ccccc2)C(=O)C1	-7.4	-10.1
O=C(O)CC1(CC(=O)Nc2ccccc2C(=O)c2ccccc2)CCCC1	-3.7	7.6
Further compounds
SMILES	TAG inh	TAG inh DAPI viability
O=C(Nc1cccc(C(=O)N2CCOCC2)c1)C1CC1	-13.3	11.7
CCCCN(CCCC)c1nc(-c2ccncc2)nc2ccccc12	4.7	4.9
COc1cccc(OC)c1C(=O)OCC(=O)NCC1CCCCC1	1.0	-5.7
c1ccc2[nH]cnc2c1	-9.5	1.0
NC(=O)c1ccc(NC(=O)COC(=O)/C=C/c2cccs2)cc1	9.1	-12.2
Cc1noc(COc2ccc(OCc3nc(C)no3)cc2)n1	13.7	0.3
NC(=S)N=Nc1ccc(NN=C(N)N)cc1	-13.7	2.0
CCCSc1nnc(NC(=O)Nc2ccc(F)cc2)s1	-6.9	-6.6
Cc1nnc(SCC2=C(C(=O)O)N3C(=O)C(NC(=O)Cn4ncc(Cl)c4C)C3SC2)s1 (stereo not given)	3.4	3.7
Cc1ccc(OCCC(=O)OCC(=O)NNC(=O)c2ccccc2)cc1	-2.7	-3.6
c1ccc(-c2nnc(-c3ccccn3)nc2NC2CCCCC2)cc1	-131.7	6.5
O=C(NCC(=O)N1CCN(S(=O)(=O)c2ccccc2F)CC1)c1ccc2ccccc2c1	-3.2	-5.2
Cc1ccccc1OCC(=O)Nc1ccccc1C(=O)N1CCCCC1	-13.6	3.4
Nc1[nH]ncc1-c1ccc(Cl)cc1	12.6	-7.1
CC(C)[C@H](NC(=O)c1cccc(S(=O)(=O)N2CCOCC2)c1)C(=O)Nc1nccs1	-8.0	15.1
CCOc1cc2c(cc1OCC)CN(C(=O)c1cccc(S(=O)(=O)N3CCCC3)c1)CC2	24.7	-7.6
CCOC(=O)N1CCN(CC(=O)Nc2ccc(OC)cc2)CC1	1.5	-1.1
O=C(Nc1csc(Cl)c1)c1ccccc1	-11.8	3.1
Cn1nnnc1SCC(=O)Nc1ccc2c(c1)OCCO2	-1.4	18.7
Cn1nccc1NC(=O)COCC(=O)O	7.5	-7.4
O=C(NCc1ccc(Cl)cc1)c1cc([N+](=O)[O-])ccc1Cl	8.9	-8.6
COCCNC(=S)NCc1ccc2[nH]c3c(c2c1)CCCC3	14.1	12.8
C=CCNC(=O)c1onc(CCl)c1C(=O)OC	5.9	-5.8
O=C(Oc1ccccc1Cl)C1CCN(C(=O)c2ccc(F)cc2)CC1	5.3	2.6
Cn1ncc([N+](=O)[O-])c1C(=O)Nc1ccc(C2CCCCC2)cc1	3.0	-1.2
The listing continues:
SMILES	TAG inh	TAG inh DAPI viability
COc1ccccc1CNC(=O)CNC(=O)Cn1cnc2ccccc2c1=O	-12.1	4.2
CN(CC(=O)Nc1ccc(F)cc1)C(=O)c1ccccc1OCc1ccc(F)cc1	1.5	-1.0
CC1(C)NC(=O)N(CC(=O)OCC(=O)N2CCN(S(=O)(=O)c3ccccc3)CC2)C1=O	-4.1	-3.4
C=Cc1ccc(Cn2c(C)c(C(=O)NCCC#N)sc2=O)cc1	-1.2	-8.7
Cc1cccc(N2CC(=O)N(c3cccc(C)c3)CC2=O)c1	1.4	-0.8
CCN(CC)CCNC(=O)Cc1nn(Cc2ccccc2)c(=O)c2ccccc12	14.4	-3.1
N#CC1=C2N=C(N)c3ccccc3N2C2=C(C(=O)CCC2)C1c1ccccc1F (stereo not given)	-0.2	-8.2
Cn1cc(CNCc2cn(C)nc2-c2ccc(C3CCCCC3)cc2)cn1	10.4	9.7
O=C(c1cc(COc2cccc3cnccc23)on1)N1CCCC(CCCO)C1 (stereo not given)	-9.9	-6.0
O=C(Nc1ccccc1C(=O)O)c1ccc(Cl)c(S(=O)(=O)N2CCOCC2)c1	0.5	-10.6
CC(C)Nc1nnc(SC(C)C(=O)N(C)C2CCCCC2)s1 (stereo not given)	-5.3	-0.7
O=C(CN1C(=O)NC2(CCCC2)C1=O)N1CCN(c2cccc(C(F)(F)F)c2)CC1	13.8	6.8
O=S(=O)(c1cccs1)N1CCC(Cc2ccccc2)CC1	-8.3	-2.0
CCOc1ccc(C(=O)OCC(=O)Nc2cc(S(=O)(=O)N3CCOCC3)ccc2N2CCOCC2)cc1	-6.8	4.0
Cc1ccccc1NC(=O)c1ccc2snnc2c1	9.7	-11.4
Cc1cc(C)n(CCOC(=O)c2sc3ccccc3c2Cl)n1	-15.6	9.4
CC(C)CN(C(=O)COC(=O)c1ccc2c(c1)NC(=O)CS2)C1CCS(=O)(=O)C1 (stereo not given)	-2.1	-4.6
CCOc1ccccc1N1CCN(Cc2ccc(OC)c(OC)c2)CC1	12.4	-8.4
CC(=O)Nc1ccc2oc(-c3cc(F)c(F)cc3Cl)nc2c1	10.2	68.0
COC(=O)c1ccccc1NC(=O)c1ccc(-c2ccc(Br)cc2)o1	5.1	12.4
COc1ccccc1CN(C)C(=O)CSCC(=O)Nc1ccccc1F	20.5	-9.0
COc1ccc2nc(N3CCC(O)CC3)c(C#N)cc2c1	14.0	-7.9
Cc1cc(SCC(=O)c2ccc(O)c(O)c2)n2nc(C)c(-c3ccccc3)c2n1	26.4	-21.1
Cc1cc(=O)[nH]c(Nc2cccc(F)c2)n1	3.5	6.6
O=C(CSc1nnnn1-c1ccccc1F)NNC(=O)c1ccco1	-7.4	7.5
Continued:
SMILES	TAG inh	TAG inh DAPI viability
CC(C)(C)C(=O)Cn1ncc(Br)c(Br)c1=O	27.4	-2.5
O=C(NN(Cc1ccccc1)Cc1ccccc1)c1ccccc1	-11.2	0.0
O=C(Nc1ccc(Oc2ncnc3cc(Cl)ccc23)nc1)c1cccs1	11.1	4.2
Cc1ccc(C(=O)N2CCCC(C(F)(F)F)C2)cc1S(=O)(=O)N1CCCCC1 (stereo not given)	-3.4	7.3
Nc1nnn(CC(=O)N/N=C/c2ccccc2)n1	-5.8	5.0
Cc1nc(-c2ccc(Cl)cc2)sc1C1(C)CC(c2ccc(Cl)cc2)=NO1 (stereo not given)	20.9	-4.2
COc1ccc([C@@H]2[C@@H]3C(=O)N(C(C)(C)C)C(=O)[C@@H]3[C@]3(Cc4ccc(Cl)cc4)C(=O)N(c4ccc(Br)cc4)C(=O)N23)cc1	32.9	-13.6
N/C(=N\OC(=O)c1ccc(Cl)c([N+](=O)[O-])c1)c1ccccn1	14.4	-2.3
O=C(CCCNS(=O)(=O)c1ccc(Cl)c(Cl)c1)NCCc1ccccn1	-11.6	-2.8
CSc1nnc2c(n1)OC1(Nc3ccccc3-2)C(=O)Nc2ccccc21 (stereo not given)	-2.6	-1.3
Cc1ccc(C)c(N2CCN(C(=O)CCc3nc4ccccc4[nH]3)CC2)c1	4.8	6.6
C=CCc1ccccc1OCC(O)CN1CCN(C(=O)OCC)CC1 (stereo not given)	-3.0	-1.9
CC1c2ccccc2-c2ccccc2N1C (stereo not given)	-10.9	5.8
Oc1ccc(Cl)cc1-c1cc(-c2ccco2)[nH]n1	6.3	-2.2
CC(C)(C)N(Cc1cc2ccccc2[nH]c1=O)C(=O)c1ccco1	-4.6	2.2
O=C(NC(=S)NCc1cccnc1)c1cc(Br)ccc1Cl	-7.6	-6.8
CN1CCN(CCCNC(=O)c2ccc(/C=C3/Sc4ccccc4N(Cc4cccc(Cl)c4)C3=O)cc2)CC1	11.1	14.1
Cc1cc(OCC(=O)O)c2ccccc2n1	-4.7	9.7

Of the compounds above, 8 contain a furan ring, fused or not:
SMILES	TAG inh	TAG inh DAPI viability
CN(Cc1ccco1)C(=O)c1ccc(N2CCCC2=O)cc1	5.5	0.0
CCOC(=O)c1c(-c2ccccc2)oc2ccc(OCC(=O)NN)cc12	17.6	6.6
O=C(CCCSc1nc(-c2ccco2)cc(C(F)(F)F)n1)NCc1cccs1	7.2	-4.7
Cc1c(Cl)c(C(=O)NNC(=S)NCc2ccco2)nn1C	1.8	-6.2
COC(=O)c1ccccc1NC(=O)c1ccc(-c2ccc(Br)cc2)o1	5.1	12.4
O=C(CSc1nnnn1-c1ccccc1F)NNC(=O)c1ccco1	-7.4	7.5
Oc1ccc(Cl)cc1-c1cc(-c2ccco2)[nH]n1	6.3	-2.2
CC(C)(C)N(Cc1cc2ccccc2[nH]c1=O)C(=O)c1ccco1	-4.6	2.2

Assay outcomes (PubChem BioAssay)
